NPY Y2 blocker = NPY-Y2 (human) receptor antagonism; NPY-Y2 expressing cells, antagonist mode; AID 793; P49146; 140,000 compounds, 0.99% hits; inhibition, % at 2.7 µM; in the data active = inhibition above about 17%;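 also: 0% = vehicle with agonist challenge and 100% = reference antagonist with challenge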
Target sequence (P49146 whole entry, looked up): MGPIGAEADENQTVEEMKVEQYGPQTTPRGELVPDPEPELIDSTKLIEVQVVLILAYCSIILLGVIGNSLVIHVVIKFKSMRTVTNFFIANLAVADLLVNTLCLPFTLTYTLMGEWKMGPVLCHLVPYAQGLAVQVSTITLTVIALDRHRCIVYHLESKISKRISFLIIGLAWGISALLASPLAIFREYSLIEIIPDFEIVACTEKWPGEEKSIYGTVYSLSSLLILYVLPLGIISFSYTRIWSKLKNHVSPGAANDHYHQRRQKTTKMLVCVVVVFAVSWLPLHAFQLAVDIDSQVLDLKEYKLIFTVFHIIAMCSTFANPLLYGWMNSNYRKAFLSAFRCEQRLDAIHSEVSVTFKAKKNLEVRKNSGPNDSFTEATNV
Yeast growth inh = reduces growth of yeast BB579 in restrictive medium; S. cerevisiae BB579 growth, OD615, 48 h; inhibition, % at 10 µM; 140,000 compounds, 0.51% hits;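 active = inhibition above a set limit, 3 SD over the mean compound inhibition, cut at about 44% in these data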; also: inactives centre near -24
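Material: Saccharomyces cerevisiae DeaD strain BB579, replicative lifespan model yeast; buffer or medium: CSMM-D restrictive synthetic medium containing dextrose (glucose); compound: 10 µM single dose, DMSO 0.25%; timing: 48 h compound exposure at 30 °C after 4 h preincubation; signal: turbidity as optical density at 615 nm; benchmarks: positive control amphotericin B 10 µg/mL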
GALR2 antag = antagonists of human galanin receptor 2 (GALR2); O43603; GALR2-expressing cells, antagonist mode; inhibition, % at 4 µM; 140,000 compounds, 0.39% hits; AID 828; in the data active = inhibition above about 27%;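 also: cells stimulated with galanin 1-16 at roughly its EC80; 0% = agonist challenge control and 100% = basal control without agonist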
Target sequence (O43603 whole entry, looked up): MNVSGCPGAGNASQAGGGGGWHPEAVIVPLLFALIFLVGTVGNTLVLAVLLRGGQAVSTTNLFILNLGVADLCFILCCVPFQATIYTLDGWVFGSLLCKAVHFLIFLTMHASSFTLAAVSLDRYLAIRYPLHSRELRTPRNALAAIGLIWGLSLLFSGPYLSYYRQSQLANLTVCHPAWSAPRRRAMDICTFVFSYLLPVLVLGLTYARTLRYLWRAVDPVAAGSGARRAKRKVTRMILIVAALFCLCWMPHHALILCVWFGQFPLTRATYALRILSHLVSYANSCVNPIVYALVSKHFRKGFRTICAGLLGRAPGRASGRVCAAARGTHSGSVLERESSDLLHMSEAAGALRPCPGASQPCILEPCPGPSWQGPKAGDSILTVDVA
MRP1 act = activates MRP-1; AID 799; 140,000 compounds, 0.61% hits; viability increase, % at 10 µM; H69AR cells + doxorubicin, viability rescue, CellTiter-Glo;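 active = viability gain under doxorubicin at or above a set limit, the compound median plus 3 SD, cut at about 4.7% in these data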;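 also: MRP-1 overexpressing cells given doxorubicin 25 µM after compound pretreatment; 18-22 h compound pretreatment then 72 h with doxorubicin before readout; 0% = doxorubicin-only wells and 100% = vehicle-treated cells without doxorubicin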
Measles CPE = protection of cells from measles virus; 140,000 compounds, 1.5% hits; protection (pct of control), % at 4 µM; Measles virus-infected cells, CPE protection, absorbance; AID 841; in the data active = protection mostly above about 24%, no sharp cut-off; inactive = mostly below about 26%; also: some compounds called inactive have numbers as strong as hits
Yeast lifespan up = extends the lifespan of yeast. 130,000 compounds, 0.68% hits. inhibition of the nicotinamide effect, % at 10 µM. S. cerevisiae growth with nicotinamide, OD615; deaD strain in restrictive glucose medium;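 active = inhibition above a set limit, placed 3 SD over the median of all compounds, cut at about 26% in these data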;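 also: 0% = nicotinamide-treated wells and 100% = cells grown without nicotinamide; some compounds called inactive have numbers as strong as hits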
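Test system – modified budding yeast, DeaD strain · Compound – single dose 10 µM compound, 0.25% DMSO · Times – culture preincubation 4 h, compound exposure 48 h, both 30 °C · Detection – optical density (absorbance) at 615 nm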
Phagocyt inh = blocks phagocytosis by macrophages. J774A.1 macrophage IgG-bead phagocytosis, imaging. inhibition, % at 5 µM. 110,000 compounds, 0.07% hits. AID 1029;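 active = inhibition above the mean of the plate negative controls plus 5 SD, cut at about 13% in these data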;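 also: phagocytic index as fraction of beads internalized from green versus red external bead signal; plate controls were DMSO negative control for no effect and cytochalasin-D positive control for full effect; some results beyond the cut were filed as inactive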
HCT116 PTEN-null = PTEN-deleted cell growth suppression; HCT116 PTEN-null viability, CellTiter-Glo, 60 h; stronger effect = lower value; viability, % at 10 µM; 140,000 compounds, 1.2% hits; AID 827;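 active = viability at or below a set limit, 4 SD under the median of all tested compounds, cut at about 3.7% in these data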;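 also: PTEN knockout HCT116 line with beta catenin targeted HCT116 as companion control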
E-sel TNF inh = blocks E-selectin expression induced by TNF alpha; HUVEC TNFa-induced E-selectin immunofluorescence, high content; 120,000 compounds, 0.71% hits; inhibition, % at 2 µM;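 active = inhibition above the batch mean plus 3 SD, and confirmed as a hit on visual image review, cut at about 43% in these data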;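 also: 0% = TNF-stimulated DMSO wells and 100% = unstimulated control wells; not every result past the cut was called active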
bCat KO growth = beta-catenin-lacking colon tumor cell growth suppression. 140,000 compounds, 1.5% hits. viability, % at 10 µM. AID 818. HCT116 beta-catenin knockout viability, CellTiter-Glo, 60 h; stronger effect = lower value;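 active = viability at or under a set limit, the compound median less 4 SD, cut at about 6% in these data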;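 also: 0% = Hyamine 1622 control at 20 µM and 100% = untreated cell control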
* hit, by the source's call; · = no result given.

SMILES	NPY Y2 blocker	Yeast growth inh	GALR2 antag	MRP1 act	Measles CPE	Yeast lifespan up	Phagocyt inh	HCT116 PTEN-null	E-sel TNF inh	bCat KO growth
CN1CCN(C(=S)SCC(=O)Nc2ccc(Cl)cc2C(=O)c2ccccc2)CC1	6	-13	-2	-5.1	14	2	-2	39	·	48
CCOc1ccccc1N1C(=O)NC(=O)/C(=C/c2ccc3c4c(cccc24)CC3)C1=O	4	15	8	-1.6	5	-6	·	107	-61	102
O=C(Cn1c(=S)[nH]c2ccccc2c1=O)N1CCC2(CC1)OCCO2	1	-14	2	-2.9	18	-33	·	85	·	90
C#C[C@]1(O)CC[C@H]2[C@@H]3CCC4=CC(=O)CC[C@]4(C)[C@H]3CC[C@@]21C	4	-32	10	-0.9	70	1	·	96	·	81
CC(C)CC(NC(=O)C1CCCCC1)C(=O)N1CCC2(CC1)OCCO2 (stereo unspecified)	9	-1	0	-2.6	16	-8	3	80	·	75
O=C(CCS(=O)(=O)c1ccc(Br)cc1)N1CCC2(CC1)OCCO2	2	-9	-2	-1.7	16	-1	-3	94	-24	98
CN1C(=O)C(=Cc2ccccc2Oc2ccc(Cl)c(F)c2)C(=O)N(C)C1=O	5	-21	-16	-0.4	4	17	·	89	-21	80
CC1(C)CC2(CCO1)NCCN1C(=O)CSC12 (stereo unspecified)	3	-12	0	0.0	3	-10	2	115	2	108
COc1ccccc1CN1CCCCC1c1cccnc1 (stereo unspecified)	0	11	10	-1.0	1	-9	·	101	-4	83
COc1ccccc1-n1c(O)c(C=NCc2ccc3c(c2)OCO3)c(=O)[nH]c1=O	0	-11	-3	-1.2	4	-9	3	101	-14	94
CC(C)CCn1c(=O)c(C(=O)Nc2ccccc2S(N)(=O)=O)c(O)c2ccccc21	2	-29	13	-7.4	13	-14	0	21	-14	29
Cc1ccc(C)c(C2(O)CC(C)N(C)CC2C)c1 (stereo unspecified)	-3	11	5	-1.6	9	-7	-1	94	·	97
CSCCC(N=Cc1c(O)n(-c2ccc(Cl)cc2)c(=O)[nH]c1=O)C(=O)OC(C)(C)C (stereo unspecified)	-2	-41	2	-4.2	8	-11	·	82	2	94
CCOCCN1CCC(OC(C)=O)C(C)C1 (stereo unspecified)	2	-48	-14	0.7	12	-15	·	90	·	102
Cc1ccc(/C=C2\C(=O)NC(=S)N(c3ccccc3F)C2=O)s1	2	55*	8	-3.5	0	41*	-6	5	17	7
COc1ccc(/C=C2\C(=O)NC(=O)N(CCC3=CCCCC3)C2=O)c(OC)c1	0	-21	-27	-2.6	5	19	-3	102	-9	84
O=C(c1ccco1)c1cn(Cc2ccccc2)c2ccccc12	16	-1	6	-1.0	5	-10	0	70	20	81
O=c1[nH]c(=O)n(Cc2ccccc2)c(O)c1C=NCCCO	0	-48	1	0.4	2	-11	1	102	-14	96
CC(C)CCNC(=O)c1c(N)n(CC2CCCO2)c2nc3ccccc3nc12 (stereo unspecified)	3	-34	-11	-3.8	19	-10	0	63	-13	74
Cc1cccc(CSc2nc3c(cc2C#N)CN(C)CC3)c1	3	-77	-13	-1.9	5	-13	0	96	-25	103
CCc1ccc(OCCCN=C(C)c2c(O)n(C)c(=O)n(C)c2=O)cc1	8	-56	-7	-0.3	3	-16	0	83	4	78
CCOc1cccc(C2NCc3ccccc3-n3cccc32)c1O (stereo unspecified)	1	-16	2	-0.8	·	-13	-1	63	-28	58
Cc1nc2cc(C(F)(F)F)ccc2n1C1CCN(Cc2nnnn2Cc2cccs2)CC1	-2	-20	-1	-4.4	11	-7	1	68	1	67
CN1CCN(CC(=O)Nc2ccc(Cl)cc2C(=O)c2ccccc2)CC1	3	-30	-9	-4.8	6	-11	1	80	22	83
COc1c(O)ccc2c1-c1c3c(cc4c1C(C2)N(C)CC4)OCO3 (stereo unspecified)	1	-60	-2	-3.4	6	4	·	96	·	91

The list goes on:
SMILES	NPY Y2 blocker	Yeast growth inh	GALR2 antag	MRP1 act	Measles CPE	Yeast lifespan up	Phagocyt inh	HCT116 PTEN-null	E-sel TNF inh	bCat KO growth
Cc1nc2ccccc2c(=O)n1-c1ccccc1C(F)(F)F	1	-24	-1	-0.5	32	-11	2	93	-30	103
COc1ccc(-n2c(=O)[nH]c3ccccc3c2=O)cc1	1	-33	14	1.5	18	-13	1	99	-17	107
O=C(COc1ccccc1)N1CCN(C2CC3CCC2C3)CC1 (stereo unspecified)	5	-12	3	-1.5	8	·	·	93	3	96
Cc1ccc(-n2c(O)c(C=Nc3ccccc3N)c(=O)[nH]c2=O)cc1C	3	-23	0	-2.8	13	-2	0	73	-15	78
O=C(CCc1nc(-c2ccccc2F)no1)N1CCC2(CC1)OCCO2	4	-10	2	-1.0	18	-6	1	94	·	92
Cc1nn(C2CCOC(C)(C)C2)c2c1C(c1ccc3c(c1)OCO3)SCC(=O)N2 (stereo unspecified)	-2	-17	0	-1.0	5	-18	0	84	·	97
c1ccc(C2CC3CC4(CCCC4)N2O3)cc1 (stereo unspecified)	3	-70	-3	0.2	6	2	0	88	·	88
COc1ccc(-n2c(O)c(/C=C/C=Nc3ccccc3)c(=O)[nH]c2=O)cc1	2	-17	-4	-1.0	19	-2	-2	96	-13	98
Cc1ccnc(-n2c(-c3ccccc3)nc3ccccc3c2=O)c1	2	-38	3	-0.7	2	4	0	97	27	91
CCCCC1(CN2CCCC2=O)C(=O)NC(=O)NC1=O	0	-45	-12	-1.4	19	·	·	102	-22	96
CCN(CC)CCCC(C)N=C(c1ccccc1)c1c(O)n(C)c(=O)n(C)c1=O (stereo unspecified)	0	3	0	-0.7	5	-3	-1	95	·	93
CN(C)c1ccc(CN2CC=C(c3ccc(F)cc3)CC2)cc1	6	-5	-10	-3.1	10	-10	0	90	47	101
O=C(c1ccccc1F)c1cn(CC(=O)N2CCCCC2)c2ccccc12	2	-31	-5	-2.5	8	-2	2	81	16	82
CCCC[N+]12CCC(CC1)C(=C(c1ccccc1)c1ccccc1)C2	23*	-4	-10	-1.7	3	1	-3	82	31	83
CCN(CC)C(=O)c1ccc(NC(=O)COc2ccc([N+](=O)[O-])cc2Cl)cc1	2	-11	-15	-1.5	12	-2	8	99	-14	90
CCCCn1c(O)c(C(CC)=NCc2cc(OC)cc(OC)c2)c(=O)[nH]c1=O	7	17	6	-0.2	5	-7	-1	86	-21	83
COc1cccc(CCNCc2ccc(SC)cc2)c1	15	0	2	-1.3	14	5	-10	86	-9	96
CN(C)CC1CSCCC1(O)c1ccc(C(F)(F)F)cc1 (stereo unspecified)	4	-8	-5	-0.5	16	5	-2	96	·	102
Cc1cc(OCC(=O)OC(C)C)c2c3c(c(=O)oc2c1)CCCC3	9	-31	-5	-1.7	6	-6	·	80	·	78
C=CCOC(=O)C1=C(C)OC(N)=C(C(=O)OCC)C12C(=O)N(CC(N)=O)c1ccccc12 (stereo unspecified)	3	-25	-1	-1.9	22	-8	2	99	·	92
O=C(COc1ccc(Br)cc1)N1CCN(C2CCCC2)CC1	6	-36	-5	7.6*	12	-11	-1	96	-14	90
Cc1cccc(N2C(=O)NC(=O)/C(=C\c3ccc4c(c3)CCCN4Cc3ccccc3)C2=O)c1	6	-21	-10	-3.3	8	12	·	89	-8	99
CC(=O)Nc1ccc(OC(=O)N(C)c2ccccc2)cc1	2	-10	-3	-1.9	12	-2	-2	97	·	93
CCCCn1c(O)c(C(C)=NCCN2CCCCC2)c(=O)[nH]c1=O	-1	-11	-5	0.0	5	-10	0	105	·	101
Cc1ccc(Cn2c(C)c3cnn(CC(=O)N4CCC5(CC4)OCCO5)c(=O)c3c2C)cc1	2	-17	12	-2.6	7	-6	·	85	-69	79

Look-ups from the entries so far.
Under HCT116 PTEN-null, Cc1cc(OCC(=O)OC(C)C)c2c3c(c(=O)oc2c1)CCCC3 has the entry 80
Under bCat KO growth, COc1cccc(CCNCc2ccc(SC)cc2)c1 has the entry 96

Continued.
SMILES	NPY Y2 blocker	Yeast growth inh	GALR2 antag	MRP1 act	Measles CPE	Yeast lifespan up	Phagocyt inh	HCT116 PTEN-null	E-sel TNF inh	bCat KO growth
CC(NCc1ccc(Cl)cc1Cl)C(O)c1ccccc1 (stereo unspecified)	16	-1	-5	-1.8	2	-9	2	79	-45	79
O=c1[nH]c(=O)n(C2CCCCCC2)c(O)c1C=NCCCN1CCOCC1	-2	23	9	-1.5	6	5	-1	99	7	98
Cc1ccc2c(c1)C1CN(C)CCC1N2C(=O)c1ccc(Br)o1 (stereo unspecified)	8	-27	0	-1.6	7	12	0	88	3	91
CNC(=O)Oc1cccc(-c2cn3cc(Cl)ccc3n2)c1	4	-16	10	-1.8	5	0	0	92	8	92
Cc1ccc(Cn2cc(C=O)c(-c3ccc(C)cc3)n2)cc1	1	-18	12	-2.3	10	1	-3	86	·	84
Nc1ncc(P(=S)(N2CCOCC2)N2CCOCC2)s1	1	9	2	-2.6	9	-6	0	113	-5	95
COc1cccc(OCC(=O)N2CCN(C)CC2)c1	1	-19	8	-0.2	10	-10	1	117	-17	112
Cc1sc2ncn(CC(=O)N3CCC4(CC3)OCCO4)c(=O)c2c1C	0	-45	4	-0.6	0	2	-2	111	-7	100
Cc1ccc(/C=C2\C(=O)NC(=O)N(CCc3ccc(F)cc3)C2=O)o1	2	-37	-3	1.4	12	39*	-11	99	·	94
N#Cc1cc2c(nc1SCC(=O)Nc1ccc(Cl)cc1)C1CCN2CC1	0	-64	19	-1.4	27	-12	0	47	·	48
Clc1ccc2nc3c(c(-c4ccccc4)c2c1)CNCC3	8	-47	4	-0.3	9	1	-5	100	6	91
O=C1NCCN2CCCC12 (stereo unspecified)	4	-21	2	-0.6	25	11	1	91	·	96
O=C(NCC(c1cccnc1)N1CCN(c2ccccc2F)CC1)Oc1ccccc1 (stereo unspecified)	5	-14	-6	-0.2	6	-9	0	96	1	86
COc1nc2ccccc2c(=O)n1-c1ccc(C)cc1	2	-38	-10	-2.6	5	4	-2	89	·	91
COc1ccc2c(c1)c(C(=O)O)c(C)n2CC(C)C	4	-53	8	-2.1	6	-18	0	100	·	116
COc1cc2c(cc1OC)C(C(=O)N(C)C1CCCCC1)C1CCCCN1C2=O (stereo unspecified)	5	-33	3	-2.0	5	2	-10	92	-1	89
Cc1ccc(O)c(C(=O)c2cc(C(=O)NCc3ccccc3)c(=O)n(Cc3ccccc3)c2)c1	6	-30	-28	-4.4	2	1	-7	66	2	70
CC1=CC(=O)C2=C(C)CC(O)C3C(C)C(=O)OC3C12 (stereo unspecified)	2	4	0	-1.2	26	-4	0	95	·	99
CCCC(C)n1[nH]c(=O)c2c1NC(=O)CSC2c1ccc(OC)c(OC)c1 (stereo unspecified)	-1	-16	-43	-1.6	8	-1	2	92	-2	92
O=C(c1cc(C(=O)NCc2ccccc2)c(=O)n(Cc2ccccc2)c1)c1cc(Br)ccc1O	1	5	1	-2.5	9	-2	-6	49	·	54
Cc1cccnc1-n1c(CN2C(=O)c3ccccc3C2=O)nc2ccccc2c1=O	2	-40	0	0.0	20	9	-3	101	-5	100
Cc1nn(Cc2ccccc2Cl)c(Cl)c1C(=O)OCC(=O)NC(=O)NC1CCCCC1	10	-30	5	0.8	4	-3	-2	98	-5	100

Some of the compounds tested (hit frequency here may not be typical).
